Assay outcomes (PubChem BioAssay)
Ecoli WT growth = blocks growth of wild type E. coli BW25113; E. coli BW25113 growth inhibition, OD600; inhibition, % at 10 µM; actives 0.05% (n = 20,000); AID 552; in the data active = inhibition above about 40%;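 also: bacteria exposed to compound for 20 hours at 37 °C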
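assay system = bacterial strain in a whole-cell growth screen | quantity = inoculum from a 1:1000 dilution of a 1.5 h subculture | buffer or medium = LB broth with 50 µg/mL kanamycin | compound dosing = one dose, 10 µM final | schedule = compound exposure of 20 h at 37 °C | technique = absorbance at 615 nm as a measure of bacterial growth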
Numbers without * were called inactive. Not all compounds are listed, so the mix of outcomes need not match the whole.

SMILES | Ecoli WT growth
COC1=CC(=O)OC(/C=C/c2ccccc2)C1 (configuration not stated) | 2.5
CCCC(C)C1C(C#N)=C(N)Oc2c1c(=O)oc1ccccc21 (configuration not stated) | 3.5
CN(C)C1(c2nnnn2CCOC(=O)Nc2ccc(Cl)cc2)CCCCC1 | -11.2
Cc1cccc(-n2c(O)c(C=NCCCN3CCOCC3)c(=O)[nH]c2=O)c1C | -9.0
O=C(Cc1ccccc1)N1CCN(C2CCCC2)CC1 | -20.5
Cc1c(C(=O)N2CCC3(CC2)OCCO3)oc2ccccc12 | -14.4
O=C(c1cc2c(s1)CCCC2)N1CCC2(CC1)OCCO2 | -18.3
Cc1cccc(C2=NCC(=O)N(CC(=O)NCc3ccco3)c3sc4c(c32)CCCC4)c1 | -2.2
C#C[C@]1(O)CC[C@H]2[C@@H]3CCC4=CC(=O)CC[C@]4(C)[C@H]3CC[C@@]21C | -1.8
O=C1CC[C@@]2(O)[C@H]3Cc4ccc(O)c5c4[C@@]2(CCN3CC2CC2)[C@H]1O5 | 1.5
O=C(CCCN1CCC2(CC1)C(=O)NCN2c1ccccc1)c1ccc(F)cc1 | -3.2
Cc1nnc(SCc2nc3ccccc3c(=O)n2-c2ccccc2Cl)n1N | -16.7
O=C(CN1CCN(Cc2cccc(Cl)c2)C1=O)N1CCC2(CC1)OCCO2 | 7.6
O=C1CC(N2CCC(n3c(=O)[nH]c4ccccc43)CC2)C(=O)N1Cc1ccccc1 (configuration not stated) | -10.2
C[C@H]1CCCC(=O)CCC/C=C/c2cc(O)cc(O)c2C(=O)O1 | 6.7

5 structures out of the list, ordered by heavy-atom count, high to low:
SMILES | Ecoli WT growth
O=C1CC(N2CCC(n3c(=O)[nH]c4ccccc43)CC2)C(=O)N1Cc1ccccc1 (configuration not stated) | -10.2
O=C(CCCN1CCC2(CC1)C(=O)NCN2c1ccccc1)c1ccc(F)cc1 | -3.2
CN(C)C1(c2nnnn2CCOC(=O)Nc2ccc(Cl)cc2)CCCCC1 | -11.2
O=C1CC[C@@]2(O)[C@H]3Cc4ccc(O)c5c4[C@@]2(CCN3CC2CC2)[C@H]1O5 | 1.5
CCCC(C)C1C(C#N)=C(N)Oc2c1c(=O)oc1ccccc21 (configuration not stated) | 3.5

Structures shown so far that have a thiophene ring, fused or not:
SMILES | Ecoli WT growth
O=C(c1cc2c(s1)CCCC2)N1CCC2(CC1)OCCO2 | -18.3
Cc1cccc(C2=NCC(=O)N(CC(=O)NCc3ccco3)c3sc4c(c32)CCCC4)c1 | -2.2

Looked up one by one from the entries so far, 2 records:
SMILES | Ecoli WT growth
O=C1CC(N2CCC(n3c(=O)[nH]c4ccccc43)CC2)C(=O)N1Cc1ccccc1 (configuration not stated) | -10.2
O=C1CC[C@@]2(O)[C@H]3Cc4ccc(O)c5c4[C@@]2(CCN3CC2CC2)[C@H]1O5 | 1.5

Later entries
SMILES | Ecoli WT growth
CN1CCC(OC(=O)C2c3ccccc3Oc3ccccc32)CC1 | 10.4
CC1(C)CN=C(NCc2ccccc2Cl)S1 | 4.5
CC(C)C[C@H](NC(=O)[C@@H]1CCCN1C(=O)[C@@H](N)Cc1ccc(O)cc1)C(=O)NCC(N)=O | -2.5
CCCCn1c(=O)c(C(=O)NCc2ccncc2)c(O)c2ccccc21 | -13.3
O=C(c1ccc(CS(=O)(=O)c2ccccc2)o1)N1CCC2(CC1)OCCO2 | 11.3
CCCC(C)n1[nH]c(=O)c2c1NC(=O)CSC2c1ccc(OC)c(OC)c1 (configuration not stated) | -19.1
NCC1(CC(=O)O)CCCCC1 | 7.4
CC12CN3CC(c4ccccc4)(CN(C1)C31CCCCC1)C2=O | -12.1
O=C(Cc1ccccc1)Oc1ccccc1N1C(=O)CCC1=O | -5.6
O=C(c1cc(-c2cccnc2)nc2ccc(Cl)cc12)N1CCC2(CC1)OCCO2 | -15.8
CN1CCC(N(C)c2nc(-c3ccccc3)nc3ccccc23)CC1 | 0.4
O=c1c2ccccc2nc(CN2CCCCCC2)n1-c1ccc(F)cc1 | -18.2
CCOC(=O)c1c(C)n(Cc2ccccc2)c2ccc(OCC(O)CN3C(=O)CNC3=O)cc12 (configuration not stated) | -20.4
COc1ccccc1-n1c(O)c(C=NCc2ccc3c(c2)OCO3)c(=O)[nH]c1=O | 14.6
Cc1ccc(C)c(C2(O)CC(C)N(C)CC2C)c1 (configuration not stated) | -3.4
COc1ccccc1CN1CCCCC1c1cccnc1 (configuration not stated) | -19.4
CN1CCN(CC(=O)Nc2ccc(Cl)cc2C(=O)c2ccccc2)CC1 | -14.9
CCc1ccc(OCCCN=C(C)c2c(O)n(C)c(=O)n(C)c2=O)cc1 | 0.5
O=c1[nH]c(=O)n(Cc2ccccc2)c(O)c1C=NCCCO | -4.1
Clc1ccc(COC(Cn2ccnc2)c2ccc(Cl)cc2Cl)cc1 (configuration not stated) | 5.3
Cc1ccc(Cn2c(C)c3cnn(CC(=O)N4CCC5(CC4)OCCO5)c(=O)c3c2C)cc1 | -1.6
CN(C)[C@@H]1C(=O)C(C(N)=O)=C(O)[C@@]2(O)C(=O)C3=C(O)c4c(O)cccc4[C@@](C)(O)[C@H]3C[C@@H]12 | 1.1
CCCCn1c(O)c(C(C)=NC(Cc2c[nH]c3ccccc23)C(=O)OC)c(=O)[nH]c1=O (configuration not stated) | -2.7
CCCCOc1ccc(CN2CCN(CCO)CC2)cc1 | 13.8
Cn1c(=O)cc(OCC(=O)N2CCN(C3CCCCC3)CC2)c2ccccc21 | 2.0
CCCNC(=O)c1c(N)n(Cc2ccc3c(c2)OCO3)c2nc3ccccc3nc12 | -5.1
CCOC(=O)C1=C(N)Oc2cc(C)oc(=O)c2C12C(=O)N1c3c(cccc32)C(C)CC1(C)C (configuration not stated) | -17.9
COc1ccc(OC)c([C@@H](O)[C@H](C)NC(C)(C)C)c1 | -1.0
COC(=O)C(C)Oc1cc(C)cc2oc(=O)c3c(c12)CCCC3 (configuration not stated) | -22.6
COc1ccc(CCn2c(O)c(C=NC3CC3)c(=O)[nH]c2=O)cc1OC | -13.5

By substructure, the compounds so far with a furan ring, fused or not
SMILES | Ecoli WT growth
Cc1c(C(=O)N2CCC3(CC2)OCCO3)oc2ccccc12 | -14.4
Cc1cccc(C2=NCC(=O)N(CC(=O)NCc3ccco3)c3sc4c(c32)CCCC4)c1 | -2.2
O=C(c1ccc(CS(=O)(=O)c2ccccc2)o1)N1CCC2(CC1)OCCO2 | 11.3

The list continues:
SMILES | Ecoli WT growth
CN1CCN(C(=O)OC2c3nccnc3C(=O)N2c2ccc(Cl)cn2)CC1 (configuration not stated) | 0.2
CCOc1ccc(-n2c(O)c(C=NCCN(CC)CC)c(=O)[nH]c2=O)cc1 | 9.0
CN1C(=O)C(Cc2c[nH]c3ccccc23)C(=O)N(C)C1=O | -8.3
CC(C)c1ccc(OCC(=O)N2CCN(C)CC2)c(Br)c1 | 3.1
CC1CCCC(C2(O)C(=O)Nc3ccccc32)C1=O (configuration not stated) | -13.1
CCOC(=O)C1SC2(C(F)(F)F)CC1(O)c1c(C)cc(C)nc1O2 (configuration not stated) | -14.2
COCCOC(=O)C1=C(N)Oc2c(c(=O)oc3ccccc23)C1c1ccncc1 (configuration not stated) | -1.7
Cc1nn(-c2ccccc2)c(Cl)c1C1C(C#N)=C(N)Oc2c1c(=O)oc1ccccc21 (configuration not stated) | -15.2
Cc1ccc2cccc(OC(=O)N3CCCC3)c2n1 | -9.6
Cc1ccc2nc(-c3ccncc3)cc(C(=O)N3CCC4(CC3)OCCO4)c2c1 | -20.0
C=CCn1c(O)c(C=NCCN(C)C)c(=O)[nH]c1=O | 6.8
Cn1c(O)c(C=NCc2ccco2)c(=O)n(C)c1=O | 4.6
O=c1[nH]c(=O)n(Cc2ccc(F)cc2)c(O)c1C=NCCCN1CCOCC1 | 2.4
CCOC(=O)C1=C(N)Oc2cc(C)oc(=O)c2C12C(=O)N1c3c(cc(OC)cc32)C(C)=CC1(C)C (configuration not stated) | -16.0
O=C(c1cc2nc(-c3ccccc3)cc(-c3ccccc3)n2n1)N1CCC2(CC1)OCCO2 | -1.6
c1ccc2c(NC3=NCCS3)cccc2c1 | -9.5
CC(C)C(=O)N1CCN(CCN=Cc2c(O)n(C)c(=O)n(C)c2=O)CC1 | -3.9
COc1ccc(OC)c(C(O)C(C)N)c1 (configuration not stated) | 4.3
CN(C)[C@@H]1C(=O)C(C(N)=O)=C(O)[C@@]2(O)C(=O)C3=C(O)c4c(O)cccc4[C@@](C)(O)[C@H]3[C@H](O)[C@@H]12 | 39.9*
COCc1cc(C2SCC(=O)Nc3c2c(=O)[nH]n3C(C)C)ccc1OC (configuration not stated) | -19.6
CN1CCC(N(C)c2ncnc3ccc(Br)cc23)CC1 | -2.5
CCCC(C)(COC(N)=O)COC(=O)NC(C)C (configuration not stated) | 3.8
O=C1CC(=O)N(c2ccc3c(c2)OCO3)C(=O)N1 | -19.4
CC(=NCCCN1CCOCC1)c1c(O)n(-c2ccccc2C)c(=O)[nH]c1=O | -2.1
COC(=NC1CCCC1)C(O)c1c[nH]c2ccccc12 (configuration not stated) | 2.1
CC(C)C(=O)c1cn(Cc2ccccc2C#N)c2ccccc12 | 7.8
C[N+]1(C)[C@@H]2CC(OC(=O)[C@H](CO)c3ccccc3)C[C@H]1[C@@H]1O[C@@H]12 (some centres not stated) | 10.0
C=CCN1C(=O)C2(C(C(=O)OCC)=C(N)Oc3ccccc32)c2c1c1ccccc1oc2=O (configuration not stated) | -19.3
